697 NFkB inh = lowers PMA/ionomycin-induced NF-kB signal in 697 B cells; 697 B-cell NF-kB luciferase reporter, 16 h; inhibition, % at 4 µM; 330,000 tested, 0.33% active; AID 435022; in the data active = inhibition above about 35%
CCR6 antagonist = blocks CCL20-driven beta-arrestin recruitment at human CCR6 | P51684 | CHO-K1 CCR6 PathHunter beta-arrestin, luminescence, CCL20-stimulated | inhibition, % at 20 µM | 340,000 tested, 0.49% active;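 active = compounds whose inhibition of the agonist-driven luminescence signal at 20 µM reaches about 50%, limit read from the data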;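 also: cells stimulated with CCL20 at 14 nM final; plate controls were DMSO with CCL20 for no effect and DMSO without agonist for full effect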
Target sequence (P51684 whole entry, looked up): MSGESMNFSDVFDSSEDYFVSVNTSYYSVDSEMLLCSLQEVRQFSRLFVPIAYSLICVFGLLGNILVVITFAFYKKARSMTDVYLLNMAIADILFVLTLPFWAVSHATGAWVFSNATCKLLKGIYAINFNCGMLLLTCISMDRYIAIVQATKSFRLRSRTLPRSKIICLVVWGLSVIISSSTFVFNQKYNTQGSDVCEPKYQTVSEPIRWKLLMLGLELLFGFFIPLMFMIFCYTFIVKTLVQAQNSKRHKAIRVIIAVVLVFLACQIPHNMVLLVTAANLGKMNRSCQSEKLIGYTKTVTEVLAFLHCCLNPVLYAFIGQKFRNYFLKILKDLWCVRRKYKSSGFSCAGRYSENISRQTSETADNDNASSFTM
Mdm2 MdmX PPI = human Mdm2/MdmX binding inhibition | AID 485346 | inhibition, % at 8 µM | SaOS-2 split-luciferase Mdm2/MdmX complementation, luminescence | 330,000 tested, 3% active;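 active = inhibition of at least 50% at 8 µM in the primary screen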
EBI2 block = EBI2 (human) antagonism; EBI2 beta-arrestin recruitment, luminescence, 7a,25-OHC stimulated; 360,000 tested, 0.81% active; inhibition, % at 5 µM; in the data active = inhibition above about 38%;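 also: enzyme fragment complementation signal reports receptor beta-arrestin coupling in cells; 0% = agonist plus DMSO wells and 100% = wells without agonist; some results beyond the cut were filed as inactive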
Target sequence (P32249 whole entry, looked up, the tested form may be a part): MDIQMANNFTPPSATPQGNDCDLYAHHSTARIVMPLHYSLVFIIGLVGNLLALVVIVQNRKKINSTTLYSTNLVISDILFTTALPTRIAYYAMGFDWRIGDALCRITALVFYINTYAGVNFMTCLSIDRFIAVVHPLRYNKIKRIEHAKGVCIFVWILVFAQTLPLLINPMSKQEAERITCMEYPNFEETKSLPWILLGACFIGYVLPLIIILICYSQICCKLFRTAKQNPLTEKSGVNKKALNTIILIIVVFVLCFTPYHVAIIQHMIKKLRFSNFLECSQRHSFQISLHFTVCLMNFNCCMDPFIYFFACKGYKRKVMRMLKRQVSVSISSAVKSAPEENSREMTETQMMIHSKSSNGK
UPR XBP1 act = activators of adaptive arm of unfolded protein response (XBP1). activation, % at 20 µM. CHO-XBP1 luciferase reporter, IRE1-XBP1 UPR activation, luminescence; percent of tunicamycin response, DMSO as zero. 330,000 tested, 0.33% active;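 active = versus positive control, 20 µM dose yields 30% or more activation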;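 also: 100% = tunicamycin at 10 µg/mL and 0% = DMSO only wells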
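Material: IRE1-XBP1 luciferase reporter CHO line / Quantity: one thousand reporter cells per well / Buffer or medium: F12 with 10% serum / Compound: 20 µM single concentration, DMSO 1% / Times: 6 h treatment, 37 °C / Detection: Steady-Glo luciferase glow luminescence, 10 min after reagent addition / Benchmarks: tunicamycin high, DMSO low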
CXCR6 inh = CXCR6 (human) receptor inhibition. O00574. CHO-K1 PathHunter CXCR6 beta-arrestin, luminescence. inhibition, % at 20 µM. 360,000 tested, 0.36% active; in the data active = inhibition above about 34%, passing the limit was not always enough;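 also: antagonist mode with CXCL16 agonist at 10 nM final; 0% = 10 nM CXCL16 with DMSO and 100% = unstimulated wells without agonist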
Target sequence (O00574 whole entry, looked up): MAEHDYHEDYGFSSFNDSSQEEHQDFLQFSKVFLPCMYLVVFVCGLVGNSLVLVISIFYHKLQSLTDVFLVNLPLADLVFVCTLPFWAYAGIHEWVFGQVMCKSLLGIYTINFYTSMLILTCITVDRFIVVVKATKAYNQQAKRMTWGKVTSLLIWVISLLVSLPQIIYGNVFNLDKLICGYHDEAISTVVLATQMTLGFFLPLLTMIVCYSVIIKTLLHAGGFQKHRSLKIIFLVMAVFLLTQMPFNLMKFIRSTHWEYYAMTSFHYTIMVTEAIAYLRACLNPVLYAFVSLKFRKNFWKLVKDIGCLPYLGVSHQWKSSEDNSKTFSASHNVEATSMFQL
CHOP UPR activ = activators of apoptotic arm of unfolded protein response (CHOP); CHO-CHOP luciferase reporter, UPR activation, luminescence; percent of tunicamycin response over DMSO baseline; activation, % at 10 µM; 330,000 tested, 0.34% active; AID 449763;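 active = at 10 µM dose, activation of 40% or more, normalized to positive control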;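 also: 100% = tunicamycin at 10 µg/mL and 0% = DMSO alone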
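System: CHO-CHOP luciferase reporter cell line; amount: 500 cells/well; buffer or medium: F12 medium containing 10% fetal bovine serum; incubation: 6 h compound exposure at 37 °C after overnight seeding; measured by: luciferase luminescence after 10 min with Steady-Glo reagent; evaluation: % reporter activation, DMSO baseline versus tunicamycin full activation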
Jurkat NFkB inh = lowers PMA/ionomycin-induced NF-kB signal in Jurkat cells; PMA/ionomycin-induced NF-kB luciferase reporter, luminescence; inhibition, % at 4 µM; 330,000 tested, 0.53% active; AID 435003; in the data active = inhibition above about 50%
Gli-Sufu block = blocks Gli-Sufu signaling in a luciferase reporter | inhibition, % at 5 µM | 340,000 tested, 0.74% active | Sufu-KO-LIGHT fibroblasts, Gli luciferase reporter luminescence;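 active = inhibition above about 55%, limit read from the data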;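 also: 0% = DMSO-treated cells and 100% = wells with medium but no cells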
* hit, by the source's call; nt = not tested or not shown. Rows are unselected (roughly 5% active in at least one column).

SMILES | 697 NFkB inh | CCR6 antagonist | Mdm2 MdmX PPI | EBI2 block | UPR XBP1 act | CXCR6 inh | CHOP UPR activ | Jurkat NFkB inh | Gli-Sufu block
Cc1ccc(S(=O)(=O)N2CCN(C(=O)COC(=O)COc3cccc4c3OC(C)(C)C4)CC2)cc1 | 22 | 15 | 5 | 6 | -1 | 3 | 1.6 | 13 | -3
CCOC(=O)C1=C(c2ccccc2)OC(N)=C(C#N)C1c1cccs1 (configuration not stated) | 0 | 0 | 21 | -11 | 0 | 0 | 2.0 | 16 | -4
CC(C)(C)/C=N/NC(=O)C1CC1 | 19 | -4 | 3 | 1 | -1 | 5 | 1.5 | 7 | 6
Cc1nc2c3ccccc3[nH]c(=O)n2n1 | 11 | -7 | 21 | -7 | -3 | 6 | 0.9 | 15 | 6
CC(=O)Nc1cccc(Oc2ccc([N+](=O)[O-])cc2Cl)c1 | -6 | -3 | 5 | -2 | 4 | 7 | 0.3 | -9 | -1
C/C(=C1/SC(N2CCOCC2)=NC1=O)c1ccc(Cl)cc1 | -2 | -1 | -7 | 1 | 1 | 0 | 0.7 | -4 | 13
Cc1cccc(NC(=O)CSc2nnc(-c3ccco3)o2)c1 | 21 | -3 | -22 | -8 | -3 | 0 | -1.2 | -19 | -1
Cc1ccc(NC(=O)c2cc(-c3cc(C)c(C)cc3O)n[nH]2)cc1C | -16 | 9 | -14 | 9 | -1 | -3 | 2.1 | -18 | -7
CC(C)c1[nH]nc2c1C(C(C)C)C(C#N)=C(N)O2 (configuration not stated) | -2 | -9 | 23 | -14 | -2 | -1 | -2.0 | -3 | 14
COCCCNC(=O)/C=C/c1c(Cl)cccc1Cl | 5 | -2 | 1 | -7 | -2 | 4 | 1.6 | -5 | -4
COc1ccc(S(=O)(=O)N/N=C/c2ccc(OCCN3CCOCC3)c(OC)c2)cc1 | 9 | 4 | 2 | -3 | -1 | 7 | 1.5 | 3 | -6
COc1cccc(NC(=O)CN(C)S(=O)(=O)c2ccc(C)cc2)c1 | 13 | -4 | 12 | 5 | -3 | 3 | 0.9 | -6 | 0
O=C(CSc1nnc(-c2cccnc2)o1)Nc1cccc(Cl)c1 | 1 | 5 | -12 | -7 | 1 | -1 | -1.0 | -11 | -3
Cc1csc(N(C(=O)c2cccc(S(=O)(=O)N(C)C)c2)c2ccccc2)n1 | -20 | 11 | 12 | 0 | 0 | -6 | -0.8 | -4 | 57*
Cc1ccc(S(=O)(=O)N2CCCCC2)cc1NC(=O)CN1C(=O)c2ccccc2S1(=O)=O | 10 | 19 | 14 | -3 | -2 | -1 | 5.3 | 3 | 3
Cc1ccc(C2c3c(oc4cc(C)c(C)cc4c3=O)C(=O)N2CCCN2CCOCC2)cc1 (configuration not stated) | -15 | 18 | 19 | 0 | 1 | 2 | 0.8 | 1 | 3
CCOC(=O)Cc1nnc(-c2ccccc2)o1 | 20 | 6 | 12 | -4 | -1 | -2 | 0.2 | 16 | -1
O=C(Cn1cccc1C(=O)c1ccccc1)NCCN1CCOCC1 | 19 | 9 | 10 | -10 | -4 | -2 | 0.6 | 21 | 19
COc1ccc(CCC(=O)NCC23CC4CC(CC(C4)C2)C3)cc1 | 6 | 15 | 12 | 41 | -4 | -1 | -1.0 | -8 | 4
Cc1ccc(S(=O)(=O)N2CCN(Cc3cccnc3)CC2)cc1 | -4 | 4 | 14 | -7 | 1 | 1 | -0.1 | 14 | 0
c1ccc(-c2ncc3c(ccc4ccccc43)n2)cc1 | -231 | -3 | -14 | 6 | -5 | 4 | -6.7 | -108 | -5
COC(=O)c1ccc(CSc2nc3c(cnn3-c3ccc(C)c(C)c3)c(=O)[nH]2)o1 | -57 | -3 | -16 | 7 | 9 | -1 | 0.1 | 2 | 5
COC(=O)c1cccc(S(=O)(=O)N2CCC(NC(=O)NC34CC5CC(CC(C5)C3)C4)CC2)c1 | -5 | -3 | 40 | 11 | -1 | -5 | 1.4 | -2 | -7
CCOC(=O)C1CCN(c2c(NCCN3CCN(c4ccccc4)CC3)c(=O)c2=O)CC1 | 21 | 16 | 17 | -1 | -3 | -4 | 1.2 | -1 | 12
O=C(CNS(=O)(=O)c1ccc(Cl)cc1)NC1CCCCC1 | 4 | 21 | 25 | -8 | 1 | -12 | -1.0 | 0 | 0
COC(=O)c1[nH]c2cccc(Cl)c2c1NC(=O)CN1CCCCC1C (configuration not stated) | 14 | 8 | -1 | 0 | -1 | 0 | 0.5 | 6 | 5
O=C(N/N=C/c1ccco1)c1ccc(NC(=O)c2ccccc2Cl)cc1 | 15 | 0 | 19 | -9 | -2 | 8 | -2.4 | 20 | 0
CC1CCCC(NS(=O)(=O)c2cccc3nsnc23)C1C (configuration not stated) | -41 | 9 | -25 | 9 | -9 | 1 | -1.1 | 8 | -39
Cc1ccc(OCC(=O)Nc2ccc(S(=O)(=O)N3CCOCC3)cc2)c([N+](=O)[O-])n1 | 9 | -1 | 4 | 11 | -1 | -2 | 0.3 | 2 | -3
CCn1nc(NC(=O)Cc2ccc(OC)cc2)c2cc3cc(C)ccc3nc21 | -2 | 9 | 62* | -6 | 1 | -11 | 3.1 | -1 | -2
Cc1ccc(Nc2nc3ccccc3n3cnnc23)c(Cl)c1 | -1 | 5 | 6 | -14 | 8 | -1 | 0.6 | -12 | 1
CC(C)c1ccc(O)c(C(=O)c2cnn(-c3ccccc3)c2)c1 | 9 | 24 | 19 | 0 | -2 | -11 | -1.3 | -5 | 0
CC1=NN(c2nc(-c3ccccc3)cs2)C(=O)C1N=Nc1ccccc1 (configuration not stated) | 7 | 28 | 11 | 3 | -3 | 18 | -0.1 | 2 | 2
COCCn1ccc2c(OCC(=O)Nc3cccc(NC(C)=O)c3)cccc2c1=O | -16 | 1 | 9 | -26 | 0 | -3 | 1.2 | 7 | 0
Cc1ccc(-c2noc(CCC(=O)NCCN3CCN(Cc4ccccc4)CC3)n2)cc1 | -32 | 17 | -4 | -12 | -4 | 0 | 0.7 | -6 | 3
Cc1ccccc1-n1ccnc1SCC(=O)NCC1CCCO1 (configuration not stated) | 7 | 4 | -10 | -10 | -4 | 0 | -1.2 | 7 | -6
COC(=O)c1[nH]c2ccc(C)cc2c1NC(=O)CN1CCc2cc(OC)c(OC)cc2C1 | 3 | -22 | 19 | 6 | 2 | -4 | -3.3 | -9 | 17
CC(C)OCCCNC(=S)NNC(=O)C(c1ccccc1)c1ccccc1 | -1 | -14 | 18 | -8 | -4 | 6 | 1.1 | -18 | 6
O=C(NCCN1CCOCC1)c1ccc(CS(=O)(=O)Cc2ccccc2F)o1 | -8 | -19 | -37 | -35 | -1 | 8 | -2.1 | -12 | 6
O=C(CSC1=NS(=O)(=O)c2cc(Cl)ccc2N1)NCc1ccc(F)cc1 | -7 | 0 | 12 | -4 | 2 | -5 | 0.0 | 6 | 1
CCn1nc(C(=O)Nc2ccc(S(=O)(=O)Nc3ncccn3)cc2)c2ccccc2c1=O | 23 | -9 | 2 | -2 | 0 | 5 | 0.2 | 4 | 2
CC(/C=N/NC(=O)c1sc(N)nc1C)=C\c1ccccc1 | -7 | 7 | 1 | -2 | 4 | -4 | 4.9 | -43 | -18
CCN(CC)CCCNC(=O)CNC(=S)N(CCCN1CCOCC1)Cc1cccs1 | -10 | -2 | -5 | -9 | 1 | -2 | 2.6 | -2 | -6
CCOC(=O)Cn1nnnc1CN(Cc1ccccc1)Cc1cc2cc(CC)ccc2[nH]c1=O | -9 | 7 | 11 | 1 | -1 | 1 | 3.3 | -10 | -1
O=C(Cn1cnc2c(NCc3ccccc3)ncnc21)NCCN1CCOCC1 | -10 | 9 | 22 | -7 | 2 | 4 | 1.1 | nt | 0
CCSc1nnc(NC(=O)CSc2nc(CC)nc3c2c(=O)n(C)c(=O)n3C)s1 | 0 | 5 | 22 | -9 | -3 | -5 | -0.2 | -3 | 5
COc1ccccc1Nc1nc(-c2c(C)[nH]c3ccccc23)cs1 | nt | 5 | nt | 9 | nt | -5 | nt | nt | 4
CCOC(=O)c1ccc(NC(=O)C2CC(O)CN2S(=O)(=O)c2ccc(C)cc2)cc1 (configuration not stated) | -34 | 7 | 5 | -2 | -2 | -3 | -1.0 | -8 | 2
Cc1cc(-c2csc(NC(=O)c3cccc(S(=O)(=O)N(C)C)c3)n2)c(C)n1-c1ccccc1 | 3 | 18 | 8 | -3 | -3 | 1 | 1.7 | -17 | -5
Nc1cc(OC(=O)c2cccs2)nn1S(=O)(=O)c1ccccc1 | 9 | 2 | 19 | -12 | 0 | -5 | -0.5 | 4 | -1
CC(C)(C)N=C1SCC(C)(/C=N/O)S1 (configuration not stated) | 9 | 0 | -1 | 7 | -1 | 7 | 1.6 | -10 | -1
CCOc1ccccc1-c1nc2c([nH]1)c(=O)n(C)c(=O)n2C | -10 | -17 | -21 | -2 | 12 | -3 | -0.2 | 3 | 3
Cc1cc(-c2n[nH]c(=S)o2)c(C)n1-c1ccccc1 | -153 | 16 | -155 | nt | 0 | nt | -0.8 | -101 | -56
O=C(Cc1ccccc1)N1CCC(c2ccccc2)C1 (configuration not stated) | -4 | 0 | 12 | 2 | -1 | 10 | 4.5 | -2 | -8
O=C(NCCn1cccn1)C1CCC(=O)N(CCc2ccc(Cl)cc2)C1 (configuration not stated) | -6 | 5 | 14 | 5 | -4 | 2 | 0.8 | -8 | -4
COc1ccccc1NC(=O)C1CCN(S(=O)(=O)c2ccc3c(c2)CC(C)N3C(C)=O)CC1 (configuration not stated) | 4 | 7 | 21 | 3 | -7 | 0 | 1.1 | 21 | -14
O=C(COc1cccc(C(F)(F)F)c1)N1CCN(c2ccc(O)cc2)CC1 | -62 | -2 | -7 | 10 | 0 | -4 | 0.5 | -2 | 36
Cc1ccc2cc3c(NC(=O)c4cccnc4)nn(C)c3nc2c1 | -5 | -8 | 28 | 1 | 0 | 5 | -1.6 | -13 | 2
CCOC(=O)c1c[nH]c(=S)n(-c2ccccc2)c1=O | 14 | -2 | -23 | -2 | 3 | 13 | -0.2 | 5 | -2
COc1ccc(CNC(=O)COc2ccc(S(=O)(=O)N3CCCCC3)cc2Cl)cc1 | 2 | 0 | 16 | 1 | -7 | 0 | 0.3 | 3 | -22

Retrieved by compound from above, 4 records:
SMILES | 697 NFkB inh | CCR6 antagonist | Mdm2 MdmX PPI | EBI2 block | UPR XBP1 act | CXCR6 inh | CHOP UPR activ | Jurkat NFkB inh | Gli-Sufu block
COc1ccccc1NC(=O)C1CCN(S(=O)(=O)c2ccc3c(c2)CC(C)N3C(C)=O)CC1 (configuration not stated) | 4 | 7 | 21 | 3 | -7 | 0 | 1.1 | 21 | -14
O=C(Cn1cnc2c(NCc3ccccc3)ncnc21)NCCN1CCOCC1 | -10 | 9 | 22 | -7 | 2 | 4 | 1.1 | nt | 0
O=C(NCCn1cccn1)C1CCC(=O)N(CCc2ccc(Cl)cc2)C1 (configuration not stated) | -6 | 5 | 14 | 5 | -4 | 2 | 0.8 | -8 | -4
CCOC(=O)Cn1nnnc1CN(Cc1ccccc1)Cc1cc2cc(CC)ccc2[nH]c1=O | -9 | 7 | 11 | 1 | -1 | 1 | 3.3 | -10 | -1

Bioassay records from PubChem BioAssay.
